Assay outcomes as filed in PubChem BioAssay.
GPR7 antagonist = GPR7 receptor antagonists, primary screen, cell-based, fluorescence, single concentration | GPR7-expressing cells, fluorescence antagonist assay | inhibition, % at 4.4 µM | 1.1% of 290,000 active | AID 1861, 2009; in the data active means inhibition above about 16%, passing the limit was not always enough;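 further: cells stimulated with the agonist NPW; 0% = agonist with vehicle and 100% = vehicle without agonist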
Target sequence (P48145 whole entry, looked up): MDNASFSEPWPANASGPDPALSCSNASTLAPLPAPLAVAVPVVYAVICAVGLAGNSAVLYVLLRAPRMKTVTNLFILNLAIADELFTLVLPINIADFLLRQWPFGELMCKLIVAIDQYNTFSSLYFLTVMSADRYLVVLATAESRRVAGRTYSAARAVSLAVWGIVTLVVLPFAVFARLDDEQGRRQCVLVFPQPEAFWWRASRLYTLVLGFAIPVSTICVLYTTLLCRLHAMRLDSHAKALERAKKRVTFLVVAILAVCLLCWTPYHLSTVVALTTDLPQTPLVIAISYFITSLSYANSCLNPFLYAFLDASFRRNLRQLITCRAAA
M18AAP inhibitor = PfM18AAP inhibitors, malaria aminopeptidase, primary screen, biochemical, QFRET, recombinant enzyme | M18 aspartyl aminopeptidase (Plasmodium falciparum 3D7) | H-Glu-NHMec fluorogenic cleavage | inhibition, % at 7.35 µM | 1.2% of 290,000 active | AID 1822, 2009;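 active means inhibition above the campaign mean inhibition over all tested compounds plus 3 SD, cut at about 28% in these data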;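 further: 0% = plate median of test compound wells and 100% = 2 mM ZnCl2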
GalR3 antag = GalR3 antagonists in HEK293 cells, primary screen, cell-based, fluorescence readout. Galanin receptor type 3 (Homo sapiens), O60755. HEK293 GalR3-CNG cAMP membrane potential fluorescence; galR3 body fused to GalR1 C-terminus. inhibition, % at 3 µM. 0.44% of 360,000 active;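 active means inhibition above the screen-wide average plus 3 SD, cut at about 13% in these data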;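 further: forskolin and galanin both at EC90 stimulate the cells; cAMP rise reported by CNG channel membrane potential dye signal; 0% = forskolin plus galanin with DMSO and 100% = forskolin alone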
Target sequence (O60755 1-299 limits assumed): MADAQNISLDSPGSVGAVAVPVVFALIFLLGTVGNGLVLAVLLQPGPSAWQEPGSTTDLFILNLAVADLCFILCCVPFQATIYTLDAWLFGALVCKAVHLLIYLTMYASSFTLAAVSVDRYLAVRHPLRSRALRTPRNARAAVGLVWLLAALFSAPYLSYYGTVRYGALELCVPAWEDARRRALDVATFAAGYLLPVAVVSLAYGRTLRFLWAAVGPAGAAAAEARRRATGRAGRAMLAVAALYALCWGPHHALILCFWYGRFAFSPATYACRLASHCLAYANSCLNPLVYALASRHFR
OXTR ag = human OXTR agonists, primary screen, fluorescence, CHO-OTR cells, Fluo-8 calcium; 0.32% of 320,000 active; activation, % at 3 µM; Fluo-8 calcium fluorescence; normalized: DMSO 0%, oxytocin 100%; AID 2435, 2010; Oxytocin receptor (Homo sapiens), P30559;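 active means activation above the mean of all tested compounds plus 3 SD, cutoff set per screening run, cut at about 20% in these data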;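 further: peak over basal fluorescence ratio from a 100 s FLIPR kinetic read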
Target sequence (P30559 whole entry, looked up): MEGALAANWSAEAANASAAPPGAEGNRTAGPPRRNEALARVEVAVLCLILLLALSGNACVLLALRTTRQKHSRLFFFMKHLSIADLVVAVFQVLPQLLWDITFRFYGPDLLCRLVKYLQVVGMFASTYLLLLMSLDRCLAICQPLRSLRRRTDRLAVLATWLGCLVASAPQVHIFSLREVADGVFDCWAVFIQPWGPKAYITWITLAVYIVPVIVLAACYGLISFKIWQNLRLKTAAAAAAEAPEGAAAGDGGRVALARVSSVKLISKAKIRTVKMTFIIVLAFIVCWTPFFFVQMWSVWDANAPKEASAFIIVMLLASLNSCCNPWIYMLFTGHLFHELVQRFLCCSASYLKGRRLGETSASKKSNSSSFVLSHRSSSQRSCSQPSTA
NALP1 yeast inh = NALP1 inflammasome inhibitors in reconstituted yeast, colorimetric, S. cerevisiae, triplicate retest. S. cerevisiae NALP1/ASC/caspase-1 growth, X-gal OD620, 72 h. inhibition, % at 10 µM. 0.61% of 280,000 active; in the data active means inhibition mostly above about 24%, no sharp cut-off; inactive means mostly below about 32%; further: some compounds called inactive have numbers as strong as hits
V1R ag counter = agonists of human V1a receptor, primary screen, counter-screen for OXTR agonist project, fluorescence, CHO-V1R cells; Vasopressin V1a receptor (Homo sapiens), P37288; Fluo-8 calcium fluorescence, agonist mode; 0% DMSO, 100% 3 nM vasopressin; activation, % at 3 µM; 0.25% of 320,000 active; AID 2797, 2010;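 active means activation above the mean activation of all tested compounds plus 3 SD, per screening run, cut at about 20% in these data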;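 further: signal is peak over basal fluorescence ratio across a 100 second FLIPR read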
MEKK2wt PB1 HTS = modulators of MEK5 binding to wildtype MEKK2, primary screen, biochemical, multiplex bead flow cytometry, Alexa488-MEK5; Mitogen-activated protein kinase kinase kinase 2 (Homo sapiens), Q9Y2U5; Alexa488-MEK5 binding to MEKK2 WT; actives lie on both sides; binding response (% of control), % at 10 µM; 1.1% of 290,000 active; in the data active means binding response below about 67% or above about 130%
MEKK2 mut-MEK5 = MEK5 binding signal on mutant MEKK2 PB1, primary screen, biochemical, multiplex bead flow cytometry, Alexa488-MEK5. Alexa488-MEK5 binding to MEKK2 mutant. percent response, % at 10 µM. 0.35% of 290,000 active. AID 1530, 2009; in the data active means percent response above about 24%, passing the limit was not always enough; further: inactives centre near 1; some results filed as inactive read as strong as hits
OXTR potentiator = human OXTR potentiators, primary screen, fluorescence, CHO-OTR cells, Fluo-8 calcium; Oxytocin receptor (Homo sapiens), P30559; Fluo-8 calcium fluorescence, potentiator mode; 0% = oxytocin EC15, 100% = EC100; activation, % at 3 µM; 0.061% of 320,000 active;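 active means activation above that plate's cutoff, the mean activation of tested compounds plus 3 SD, cut at about 6.6% in these data, passing the limit was not always enough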;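 further: 100% uses oxytocin at 75 nM as the full agonist control; some results filed as inactive read as strong as hits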
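Material: CHO-OTR cells, human receptor; compound dosing: single dose, 3.0 µM nominal final compound concentration; schedule: 6 min compound pre-incubation at room temperature, 100 s kinetic read; measured by: kinetic Fluo-8 calcium fluorescence; read-out basis: % activation vs EC15 and EC100 oxytocin; controls: EC15 oxytocin alone as 0%, 75 nM oxytocin as 100%; replicates: singlicate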
* = called active by the depositor; nt = no result given.

smiles | GPR7 antagonist | M18AAP inhibitor | GalR3 antag | OXTR ag | NALP1 yeast inh | V1R ag counter | MEKK2wt PB1 HTS | MEKK2 mut-MEK5 | OXTR potentiator
CCCS(=O)(=O)c1nc(S(=O)(=O)c2ccc(C)cc2)c(NCc2ccccn2)s1 | -9 | -3 | -7 | -0.4 | 12 | -0.5 | 95 | -4 | -7
Cc1ccc(OCCn2c(=S)[nH]c3ccccc32)c(C(C)C)c1 | -26 | -13 | -9 | -0.7 | 13 | -0.2 | 92 | -10 | -13
CN(C)c1ccc(S(=O)(=O)N2CCCCC2)cc1NC(=O)C1=COCCO1 | -14 | -1 | 1 | -0.7 | 5 | -1.1 | 107 | 2 | -1
c1ccc(-n2c(-c3ccco3)nnc2N2CCOCC2)cc1 | 13 | -14 | -13 | -0.6 | 4 | 0.0 | 105 | 7 | -3
Cc1cccc(C(=O)N(Cc2ccco2)c2c(N)n(Cc3ccccc3)c(=O)[nH]c2=O)c1 | nt | nt | -5 | 0.3 | nt | 0.7 | nt | nt | -3
COc1ccc(C2=NOC3(CC(=O)N(c4ccc5ccccc5c4)C3=O)C2)c(OC)c1 (stereo not drawn) | -11 | -4 | -4 | 1.0 | -18 | 1.2 | 93 | -3 | -5
CS(=O)(=O)c1ccc(N2CCOCC2)c(S(C)(=O)=O)c1 | 5 | -2 | 0 | 2.9 | 12 | 2.0 | 99 | 5 | -5
CCOC(=O)c1csc(NC(=O)CSc2nnnn2-c2ccc(OC)c(OC)c2)n1 | -5 | 8 | -5 | 1.0 | 1 | 0.0 | 107 | 7 | -2
CCN(CC)c1ccc(/C=N/NC(=O)c2c(-c3ccccc3)noc2C)cc1 | -26 | 4 | -8 | -1.3 | -9 | 0.6 | 97 | -4 | -9
COc1cccc2c(=O)cn[nH]c12 | -6 | 1 | -3 | 0.5 | 12 | 1.5 | 95 | -4 | 2
O=C1N=C(N2CCOCC2)SC1=C1CCCCC1 | -2 | -9 | -4 | 0.7 | 20 | 0.0 | 99 | 3 | -3
O=C(CCN1C(=O)C2CCCCC2C1=O)Nc1cc(F)ccc1F (stereo not drawn) | 2 | -1 | 3 | 0.6 | 8 | 0.9 | 108 | 4 | -10
Clc1ccc(N2CCN(Cc3c[nH]c4ncccc34)CC2)cc1 | nt | nt | -2 | 7.9 | nt | 6.2 | nt | nt | -9
Cc1ccc(S(=O)(=O)N(CC(=O)N2CCOCC2)C2CCCCC2)cc1 | -5 | -15 | -3 | -0.5 | -22 | -0.9 | 86 | -8 | 1
O=C(N/N=C/c1cccc(F)c1)c1ccc(Cl)cc1 | -6 | 4 | -4 | -1.2 | 10 | -0.4 | 101 | -2 | -6

Limited to GalR3 antag, M18AAP inhibitor and NALP1 yeast inh, for 7 of the compounds above:
molecule	GalR3 antag	M18AAP inhibitor	NALP1 yeast inh
Cc1cccc(C(=O)N(Cc2ccco2)c2c(N)n(Cc3ccccc3)c(=O)[nH]c2=O)c1	-5	nt	nt
COc1ccc(C2=NOC3(CC(=O)N(c4ccc5ccccc5c4)C3=O)C2)c(OC)c1 (stereo not drawn)	-4	-4	-18
CS(=O)(=O)c1ccc(N2CCOCC2)c(S(C)(=O)=O)c1	0	-2	12
CCOC(=O)c1csc(NC(=O)CSc2nnnn2-c2ccc(OC)c(OC)c2)n1	-5	8	1
CCN(CC)c1ccc(/C=N/NC(=O)c2c(-c3ccccc3)noc2C)cc1	-8	4	-9
COc1cccc2c(=O)cn[nH]c12	-3	1	12
O=C1N=C(N2CCOCC2)SC1=C1CCCCC1	-4	-9	20

Remaining list, next part:
smiles | GPR7 antagonist | M18AAP inhibitor | GalR3 antag | OXTR ag | NALP1 yeast inh | V1R ag counter | MEKK2wt PB1 HTS | MEKK2 mut-MEK5 | OXTR potentiator
CC(C)C(NC(=O)c1ccccc1F)C(=O)NCc1ccc(F)cc1 (stereo not drawn) | -17 | -12 | -7 | 0.2 | -2 | 0.1 | 100 | 0 | -5
CN(C1(C)CCS(=O)(=O)C1)S(=O)(=O)c1ccc(F)cc1 (stereo not drawn) | -4 | -16 | 0 | 0.3 | 7 | 1.4 | 104 | 5 | 0
Cc1cc(C)c2nc(C(F)(F)F)nc(N3CCN(C(=O)c4ccco4)CC3)c2c1 | -6 | 3 | -8 | 0.2 | nt | 0.1 | 102 | 2 | -8
COc1ccc(C(=O)NCCCN2CCOCC2)cc1Br | -11 | -8 | -4 | -0.4 | 20 | 0.7 | 89 | -3 | 6
CCOC(=O)CSc1nc(=O)n2cccc(C)c2n1 | -4 | -5 | -3 | 0.9 | 12 | 0.5 | 98 | -5 | -5
CC1(C)C(CC2OCC(CN3CCCCC3)O2)[C@H]2CC[C@@H]1C2 (stereo partly drawn) | -19 | 2 | -4 | 0.5 | 8 | 0.0 | 94 | -1 | -5
COc1cc(NC(=O)C2=C(N3CCOCC3)/C(=C/c3ccc(Cl)cc3)CC2)cc(OC)c1OC | -10 | 10 | -1 | -2.0 | 28 | -0.9 | 105 | 0 | -14
COc1ccc(-c2nc(C(=O)NCCCN3CCOCC3)cc3c2[nH]c2ccccc23)cc1OC | -9 | 8 | -8 | 0.1 | 25 | -0.1 | 137* | 15 | -2
CCCC(=O)Nc1nc2ccc(NC(=O)c3cccnc3)cc2s1 | 4 | 3 | -4 | -1.2 | -2 | 0.4 | 92 | -10 | -2
C=CCn1c(SCC(=O)Nc2ccccc2OC)nnc1-c1ccccn1 | -1 | 3 | -1 | 1.4 | 1 | 0.9 | 94 | -5 | -4
Cc1ccc(S(=O)(=O)N(CC(=O)Nc2cccc(N(C)S(C)(=O)=O)c2)c2ccc(Cl)c(Cl)c2)cc1 | 3 | 10 | 3 | 2.1 | nt | 0.5 | 107 | 1 | -12
COc1ccc(NC(=O)c2cc(NC(=O)C3CCCCC3C(=O)O)ccc2N2CCOCC2)cc1 (stereo not drawn) | -11 | 6 | 1 | 0.2 | -6 | 4.0 | 106 | 7 | -8
Cn1ncc(Br)c1C(=O)NC12CC3CC(CC(C3)C1)C2 | -8 | 1 | -8 | -2.2 | 35 | -1.4 | 104 | -2 | 0
CCN(CC)CCOC(=O)C1(c2ccccc2)CCOCC1 | -9 | -5 | 0 | 0.3 | 13 | 0.5 | 99 | 2 | 1
C=CCS(=O)(=O)N1CCC(CCOc2ccccc2)(C(=O)OCC)CC1 | 6 | -5 | -11 | -1.2 | -5 | 1.9 | 98 | -1 | -4
C=CCOC(=O)C(=O)/C=C/c1ccc2c(c1)Cc1ccccc1-2 | -19 | 4 | -7 | 1.1 | -4 | 1.5 | 80 | -11 | -5
O=C(NC(=S)N1CCCc2ccccc21)c1ccc(Br)cc1 | 1 | 4 | 0 | -0.6 | 22 | 0.1 | 101 | 7 | -12
CC(=O)c1ccc(NC(=O)C(C)n2nc(-c3ccccc3)c3cc(Cl)ccc32)cc1 (stereo not drawn) | -12 | 2 | -2 | 0.8 | 22 | 0.9 | 121 | 0 | -6
Cc1ccc(-c2nnc(N3CCCCC3)c3ccccc23)cc1S(=O)(=O)N1CCN(C)CC1 | -9 | 2 | -6 | -1.7 | 22 | 0.0 | 103 | 6 | -12
COc1ccc(C2=NN(C(=O)CCC(=O)O)C(c3cccs3)C2)cc1OC (stereo not drawn) | -5 | -13 | -3 | -0.4 | -5 | 1.0 | 93 | -1 | -5
Cn1c(=O)n(C)c2cc(CNc3ccc(N4CCOCC4)c(C(=O)O)c3)ccc21 | -1 | 8 | 4 | nt | -6 | nt | 94 | -3 | nt
O=C(NC(C(=O)O)c1ccccc1)c1ccccc1 (stereo not drawn) | 0 | -2 | -3 | 0.9 | 10 | -0.3 | 106 | 6 | -4
O=C(CSCC(=O)NC1CCCC1)Nc1ccccc1 | -5 | -5 | -1 | -0.8 | 21 | 1.6 | 106 | 1 | -6
Cc1cc(C)n2nc(SCC(=O)N/N=C/c3cccc(Br)c3)nc2n1 | 3 | 3 | -6 | -0.1 | 4 | 0.8 | 101 | -5 | -5
CC(=O)C1=C(O)C(=O)N(c2ccc(O)cc2)C1c1ccc([N+](=O)[O-])cc1 (stereo not drawn) | -11 | 5 | 2 | -1.3 | -13 | -0.2 | 100 | -3 | -9
Cc1cccc(OCCC(=O)Nc2ccc(C)c(S(=O)(=O)N3CCCCC3)c2)c1 | -12 | -5 | -6 | 4.9 | nt | 3.0 | 113 | 1 | -10
O=C(O/N=C/c1ccc2c(c1)OCO2)c1ccc([N+](=O)[O-])cc1 | -6 | -6 | 5 | 0.9 | -4 | 0.5 | 105 | -1 | -5
Cc1cccc(-n2c(O)c(C=NCCCN3CCOCC3)c3ccccc3c2=O)c1 | -12 | 4 | -3 | -0.7 | 20 | -0.5 | 98 | -3 | -2
Cc1nc2ccc(NC(=O)[C@@H](NC(=O)c3c(F)cccc3F)C(C)C)cc2s1 | nt | nt | -1 | 0.8 | nt | 0.4 | nt | nt | -4
CCn1c(C)c(C(C)=O)c(N2CCN(c3cccc(Cl)c3)CC2)nc1=S | -3 | -8 | 0 | -0.1 | 1 | 1.3 | 101 | -3 | -2
O=C(Nc1ccon1)c1ccccc1Cl | 2 | 6 | 6 | 0.4 | 15 | -0.4 | 97 | -4 | -16
NS(=O)(=O)c1ccc(CCNC(=O)c2ccc(=O)[nH]c2)cc1 | -5 | 3 | 9 | 0.7 | 25 | 1.0 | 98 | 1 | -6
NC(=O)c1cccc2c1C(=O)N(C1CCCCC1)C2 | -14 | -3 | nt | -1.1 | 14 | -0.3 | 114 | 9 | -7
Fc1cccc(CN2CCC(Cc3ccccc3)CC2)c1 | -8 | 1 | -11 | -1.2 | 7 | -0.8 | 107 | 11 | 6

Entries of single compounds as entered above. Values in the order: GPR7 antagonist | M18AAP inhibitor | GalR3 antag | OXTR ag | NALP1 yeast inh | V1R ag counter | MEKK2wt PB1 HTS | MEKK2 mut-MEK5 | OXTR potentiator
O=C(Nc1ccon1)c1ccccc1Cl across the screens: 2 | 6 | 6 | 0.4 | 15 | -0.4 | 97 | -4 | -16
Fc1cccc(CN2CCC(Cc3ccccc3)CC2)c1 across the screens: -8 | 1 | -11 | -1.2 | 7 | -0.8 | 107 | 11 | 6
